FN deposition inh = fibronectin deposition inhibition. AH1F fibroblasts, Alexa488-fibronectin deposition fluorescence, overnight. inhibition, % at 12.6 µM. actives 0.086% (n = 350,000);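 active = mean inhibition across replicates of 30% or more, regardless of how many single replicates reach that level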;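 also: positive control wells lacked labelled fibronectin entirely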
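test system = AH1F fibroblasts assembling fluorescent fibronectin matrix | quantity = 10000 AH1F cells per well | buffer or medium = DMEM plus 2% serum, read in PBS | doses = single dose, pinned | incubation = 1 h cell attachment, overnight exposure to compound and label | detection = fluorescence at 485 nm excitation, 525 nm emission | read-out basis = inhibition from reduced deposited-fibronectin fluorescence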
EWS-Fli block = EWS/Fli transcriptional activity inhibition; A673 NR0B1-luciferase reporter, viability-normalised; inhibition, % at 12.6 µM; actives 0.67% (n = 350,000);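 active = mean inhibition of at least 50% after viability correction, with every replicate also passing that limit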;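 also: firefly luciferase signal divided by Alamar Blue viability fluorescence both relative to DMSO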
PGC1a acetyl inh = PGC1a acetylation modulation, inhibitor mode; U2OS PGC1a acetylation, AlphaScreen anti-acetyl-lysine; with virally co-expressed GCN5 acetyltransferase; actives 0.17% (n = 350,000); AID 651687; inhibition, % at 15.6 µM;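 active = every replicate shows inhibition of at least 40%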;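 also: 0% = neutral control wells and 100% = positive control wells; some results beyond the cut were filed as inactive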
PAX8 reporter = PAX8 transcriptional activity inhibition | RMG-I TPO-luciferase reporter, SteadyGlo, 24 h | inhibition, % at 12.6 µM | actives 1.2% (n = 360,000) | AID 652154;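 active = mean replicate inhibition at least 60% with every replicate also reaching 60%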;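 also: luciferase light reporting Pax8 driven TPO promoter activity; plate controls were median of neutral control wells for no effect and mitoxantrone controls for full effect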
miR122 inh = blocks miR-122 activity in Huh7 sensor cells; Huh7 miR-122 Renilla luciferase sensor, 48 h; neutral wells = 0, positive control = 100; activation (reporter increase), % at 12.5 µM; actives 0.3% (n = 340,000); AID 602342;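 active = mean replicate activation score at least 90 and every replicate individually at or above 90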;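 also: higher luciferase means less miR-122 activity so hits act as miR-122 inhibitors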
CASP6 VEID inh = inhibitors of human caspase-6; purified caspase-6, Z-VEID-R110 cleavage fluorescence; inhibition, % at 12.5 µM; actives 0.53% (n = 350,000); AID 686996;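 active = mean inhibition across replicates at least about 35%, with every replicate also reaching that limit, limit read from the data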;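 also: 0% = median of neutral control wells and 100% = no fluorescence left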
Target sequence (P55212 24-179 limits assumed): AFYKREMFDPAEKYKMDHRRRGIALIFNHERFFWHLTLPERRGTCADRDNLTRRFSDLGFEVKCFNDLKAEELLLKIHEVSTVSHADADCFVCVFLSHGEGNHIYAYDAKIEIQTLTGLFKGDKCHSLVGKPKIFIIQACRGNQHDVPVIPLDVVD
Target sequence (P55212 194-293 limits assumed): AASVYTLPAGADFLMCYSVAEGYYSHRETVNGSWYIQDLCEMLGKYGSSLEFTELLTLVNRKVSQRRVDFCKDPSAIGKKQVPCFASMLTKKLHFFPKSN
Cneo AK release = causes C. neoformans cell lysis; actives 0.2% (n = 360,000); adenylate kinase release luminescence, 4 h; normalised: neutral wells 0, clomiphene wells 100; lysis activity, % at 15 µM; AID 651654;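 active = mean lysis activity across replicates of at least 80%, whatever share of replicates individually reach that level; inactive = mean lysis activity below 80%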
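Material – Cryptococcus neoformans yeast cells · Quantity – 5 × 10^6 yeast cells/mL · Buffer or medium – YPD medium · Compound – single dose · Timing – 4 h static compound exposure, 37 °C, read 1 h post-reagent · Signal – adenylate kinase release luminescence · Read-out basis – lysis from increased AK signal · Benchmarks – Clomiphene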
LGR2 antag = Drosophila LGR2 receptor signaling inhibition. HEK293 LGR2, CRE-luciferase, bursicon-stimulated, 4 h. inhibition, % at 9.99 µM. actives 0.35% (n = 380,000). AID 720647;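 active = drop in luminescence signal, shown as inhibition above about 50% in the replicate tests, limit read from the data, passing the limit was not always enough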;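 also: agonist challenge used bursicon conditioned medium at about half maximal strength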
* marks the source's active call; other numbers are inactive results; . = no result given; [ ] = another dose, or the depositor's remark.

smiles	LGR2 antag	CASP6 VEID inh	Cneo AK release	EWS-Fli block	FN deposition inh	PAX8 reporter	PGC1a acetyl inh	miR122 inh
CCCCNC(=O)CCC(=O)Nc1ccc2nc(N3CCCCC3)cc(C)c2c1	-8	7	.	-70	-1	-22	-15	.
CCCCn1nc(C(=O)NC2=NCCS2)c2ccccc2c1=O	15	-1	-1	.	0	-13	5	32
O=C(NCC[C@H]1CC[C@@H](NC(=O)C2CC2)[C@H](CO)O1)c1ccc(F)cc1	1	-9	55	-11	.	.	-8	.
Cc1ccc(C2N(c3cccc(Cl)c3)C(=O)C3CCCN32)o1 (stereo unspecified)	-10	0	1	-4	.	9	3	0
CC(C)n1c(CNC(=O)c2ccccc2)nc2ccccc21	.	.	6	.	-14	.	4	0
C/C=C/c1ccc([C@H]2[C@@H](CO)N(C(=O)CC)[C@@H]2CNC(=O)CC2CC2)cc1	-4	.	-1	-8	-4	-4	9	14[16.7 µM]
CNC(=O)c1[nH]cnc1C(=O)NCC(=O)OC(C)(C)C	8	-3	-2	0	5	-12	8	0
COc1ccc(CN2CCCCC2C(=O)Nc2ccc(OC)c(OC)c2)cc1OC (stereo unspecified)	-18	0	0	7	.	.	2	.
O=C(CCNC(=O)c1ccc(Cl)cc1)NN1C(=O)NC2(CCCCC2)C1=O	-7	1	-1	-11	-2	-7	1	7
O=C(CCn1c(=O)sc2ccccc21)Nc1nccs1	.	.	-4	.	9	-64	5	-8
O=C(COC(=O)[C@@H]1CCCN1S(=O)(=O)c1ccc(Cl)cc1)NC1CC1	2	-2	-2	.	7	4	.	.
C[C@H](NC(=O)c1nc[nH]c1C(=O)N[C@@H](CCCCNC(=O)OC(C)(C)C)C(=O)OC(C)(C)C)C(=O)OCc1ccccc1	9	5	1	2	23	-11	-25	3
C[C@H](NC(=O)C[C@@H]1CC[C@@H]2[C@H](COC[C@H](O)CN2Cc2ccc(C(F)(F)F)cc2)O1)c1ccccc1	5	4	-3	14	-14	5	1	3[16.7 µM]
COc1ccc(CN(C)C[C@H]2Oc3ccc(NC(=O)Cc4ccccc4)cc3C(=O)N([C@@H](C)CO)C[C@@H]2C)cc1	2	-2	4	.	.	6	2	0[16.7 µM]
CCNC(=O)[C@H]1[C@H](CO)[C@H]2Cn3c(cccc3=O)[C@@H]1N2CC1CCOCC1	1	1	.	13	.	.	7	.

Entries shown so far containing an NH in an aromatic ring:
smiles	LGR2 antag	CASP6 VEID inh	Cneo AK release	EWS-Fli block	FN deposition inh	PAX8 reporter	PGC1a acetyl inh	miR122 inh
CNC(=O)c1[nH]cnc1C(=O)NCC(=O)OC(C)(C)C	8	-3	-2	0	5	-12	8	0
C[C@H](NC(=O)c1nc[nH]c1C(=O)N[C@@H](CCCCNC(=O)OC(C)(C)C)C(=O)OC(C)(C)C)C(=O)OCc1ccccc1	9	5	1	2	23	-11	-25	3

Other structures.
smiles	LGR2 antag	CASP6 VEID inh	Cneo AK release	EWS-Fli block	FN deposition inh	PAX8 reporter	PGC1a acetyl inh	miR122 inh
Cc1nnsc1S(=O)c1ccc(Br)cc1 (stereo unspecified)	2	2	5	16	-4	14	.	-8
COc1cccc(-n2cnc3sc(C)cc3c2=O)c1	16	0	2	-9	-3	-16	-2	-1
O=C(COC(=O)[C@H](Cc1ccccc1)NC(=O)c1ccco1)NCc1ccccc1	.	.	-1	.	-12	-12	0	1
COc1ccccc1C1C(C#N)=C(N)Oc2c1oc(CO)cc2=O (stereo unspecified)	0	4	-1	6	-11	-12	1	-4
OC(c1ccc(Cl)cc1)C(CN1CCOCC1)c1ccccc1 (stereo unspecified)	-9	1	2	10	-4	19	-1	-3
CN(C)C(=O)C[C@H]1CC[C@@H](NC(=O)Nc2cccc(F)c2)[C@@H](CO)O1	-27	1	-2	-9	10	7	1	.
COc1ccc(/C=C2\Cc3ccccc3C2=O)cc1OC	-21	4	0	-137	-1	-7	.	0
O=C(O)COc1ccccc1/C=N/NC(=O)CSc1nc2ccccc2n1Cc1ccccc1Cl	18	20	-2	0	2	-10	-1	6
COc1cccc(C(=O)Nc2ccc(NC(=O)C3CC3)cn2)c1	.	.	2	.	9	-144	10	0
O=C(c1cccs1)N1CCN(c2nnc(-c3ccccc3)c3ccccc23)CC1	7	5	.	1	.	20	-69	.
Cc1ccc(NC2CCCN(C(=O)c3ccc(F)cc3)C2)cc1C (stereo unspecified)	18	1	0	1	-31	11	7	-3
O=C1CC(c2ccccc2)n2nc(NC(=O)c3cccs3)nc2N1 (stereo unspecified)	.	.	-1	.	6	14	-7	-2
CC(C)C#Cc1cnc2c(c1)C(=O)N([C@@H](C)CO)C[C@H](C)[C@H](CN(C)C(=O)c1ccc3c(c1)OCO3)O2	16	0	2	-2	-5	.	3	-4[16.7 µM]
O=C(NCc1cccc(C(F)(F)F)c1)c1cc(-c2ccccc2)nn1CC1CC(c2cccnc2)=NO1 (stereo unspecified)	-11	-2	-1	2	1	9	-7	5
COCC(=O)N(C)C[C@@H]1Oc2cc(C#CCC3CCCC3)ccc2S(=O)(=O)N([C@@H](C)CO)C[C@@H]1C	10	.	-1	3	.	74*	-6	.
COc1ccc(CNC2CCCCC2C)c(OC)c1 (stereo unspecified)	-3	1	.	15	.	.	-26	2
CCc1nc2c(OCc3ccccc3C(=O)OC)cccn2c1N(C)C(=O)c1cccs1	4	2	0	8	4	-4	-17	-5
C[C@H]1CN([C@@H](C)CO)C(=O)Cc2cc(NC(=O)Cc3cn(C)c4ccccc34)ccc2O[C@@H]1CN(C)S(=O)(=O)c1ccccc1	9	3	-6	11	.	7	-10	-3[16.7 µM]
COC(=O)[C@]12CCCCC=C1N(Cc1ccc3c(c1)OCO3)C(=O)[C@H](CC(=O)NCCC(C)C)C2	26	1	.	6	8	10	.	.
O=C(CCS(=O)(=O)c1ccc(Br)cc1)NCCc1ccccc1	-8	-2	0	10	0	4	3	3
COc1ccc(-c2noc(C(C)NC(=O)c3ccco3)n2)cc1OC (stereo unspecified)	-10	.	8	-14	6	3	-20	-12
C[C@H]1CN([C@@H](C)CO)C(=O)c2ccccc2-c2ccccc2CO[C@H]1CN(C)C(=O)c1ccc(F)cc1	13	0	-4	-12	9	-13	-5	.
CCc1nnc(NC(=O)CCC(=O)NCc2ccc(C)cc2)s1	1	-2	0	-11	0	-3	3	-1
Cc1nc(C)c(-c2ccc(SCc3ccc([N+](=O)[O-])cc3)nn2)s1	-16	10	2	4	-6	21	-21	-5
O=C(O)CC1(O)C(=O)N(Cc2ccccc2)c2ccccc21 (stereo unspecified)	4	1	1	5	3	-4	1	1
O=C(NCc1ccccc1F)C1CCCN1C(=O)Nc1ccccc1 (stereo unspecified)	-23	1	-5	5	5	3	-18	-2
CC1(C)C2CCC1(C)C(OC(=O)C[n+]1ccccc1N)C2 (stereo unspecified)	-12	-3	1	-8	2	15	-3	-2
CC(=O)Oc1oc(-c2ccccc2)nc1C=Nc1ccc(N(C)C)cc1	-14	-4	1	12	1	0	-9	-3
CC(NC(=O)Cc1ccc(S(=O)(=O)N2CCCCC2)cc1)c1ccccc1 (stereo unspecified)	11	1	0	5	4	3	-1	-3
CCN(C[C@@H]1[C@@H](c2ccccc2)[C@H](CO)N1CC1CC1)C(=O)c1cccc(F)c1	-14	1	-8	0	-6	-15	-10	-14[16.7 µM]
Cc1ccc(C(=O)NCc2ccc(Cl)cc2)cc1S(=O)(=O)N1CCCCC1	3	0	1	-3	1	6	.	.
Cc1ccc(C(=O)Nc2cccc(S(=O)(=O)N3CCCC3)c2)o1	4	5	0	6	-12	-5	1	-7
CCOC(=O)C1(C)CCCN(C(=O)c2cc(F)cc(F)c2)C1 (stereo unspecified)	-3	-2	1	-4	1	2	.	0
CCn1nnnc1NCc1ccc(SC)cc1	-7	-2	0	6	3	7	.	.
CCCC#Cc1cnc2c(c1)C(=O)N([C@@H](C)CO)C[C@H](C)[C@H](CN(C)C(=O)Nc1ccccc1F)O2	-16	0	2	5	.	.	1	-6[16.7 µM]
COc1cccc(/C=N/N=C(\N)c2nonc2N)c1O	-30	1	.	-80	0	-177	4	.
CCCC1CC(C(=O)NC(C(C)Cl)C2OC(SC)C(O)C(O)C2O)N(C)C1 (stereo unspecified)	.	3	0	-3	0	10	5	2
COc1nccnc1NS(=O)(=O)c1ccc(NC(=S)NC(=O)c2cccnc2)cc1	13	1	.	1	6	-7	.	4
Cc1cc(C(=O)NNC(=O)c2ccccc2[N+](=O)[O-])c(C)o1	1	0	1	-34	9	-9	5	7
O=C(CCN1CCCCC1)NCC[C@@H]1CC[C@H](NC(=O)Nc2ccc(F)cc2)[C@H](CO)O1	-1	1	1	-2	.	-26	7	.
O=C(CC1CC1)N1CC(=O)N2[C@H](CO)[C@@H](c3ccc(-c4cccnc4)cc3)[C@H]2C1	-12	1	.	2	.	3	14	.
Cc1cc(C(=O)OCC(=O)NC(C)C)c2ccccc2n1	-3	2	1	-6	3	-7	-9	-2
O=C(CCl)NC1(C(=O)O)CCCC1	-10	1	1	3	7	10	-4	-2
CC(C)C(=O)Nc1ccc2c(c1)C(=O)N(C)[C@@H]1CC[C@H](CC(=O)NCCCN(C)C)O[C@@H]1CO2	2	.	-10	-9	5	4	3	20[16.7 µM]
O=C1[C@H]2[C@H](C=CC[C@H]2C(=O)N2CCN(c3ccccc3)CC2)CCN1Cc1ccc(Cl)c(Cl)c1	15	.	-5	1	-3	-3	.	-2

Taken from above.
Value of CCCC#Cc1cnc2c(c1)C(=O)N([C@@H](C)CO)C[C@H](C)[C@H](CN(C)C(=O)Nc1ccccc1F)O2 in LGR2 antag: -16
Value of Cc1cc(C(=O)OCC(=O)NC(C)C)c2ccccc2n1 in PAX8 reporter: -7

Screening data as filed in PubChem BioAssay.

Compounds as they come; any-hit rate near 2.5%.
